Screens: PubChem, several laboratories
Redox H2O2 prof: compounds producing H2O2 with reducing agent – biochemical, NIH compound library profiling, artefact control for MLSCN library redox annotation, primary screen; activation, % at 10 µM; AID 878, 2007; 0.03% of 200,000 active; DTT-dependent redox cycling H2O2, phenol red/HRP absorbance; 100% = 100 µM peroxide control, 0% = buffer;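 active = activation of at least 50% relative to the plate's high and low controls in the primary single-dose screen; inactive = activation below 50%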;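 note: compound incubated with DTT at 0.8 mM final as the reducing agent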
APP 5'UTR act: activators of APP 5'UTR luciferase reporter, primary screen, SH-SY5Y cells; SH-SY5Y APP 5'UTR luciferase reporter, luminescence; zero percent = DMSO vehicle wells; activation, % at 2 µM; 1% of 190,000 active;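 active = activation above a set limit, based on mean plus 3 SD of controls, cut at about 140% in these data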; note: values of inactives mirror those of a sister screen read the other way
TLR4 MyD88 comp: inhibitors of TLR4-MyD88 association in cells, primary screen, cell-based, HeLa CL3-4, BLA complementation, FRET ratio. AID 861, 2007. 0.18% of 200,000 active. inhibition, % at 8.4 µM. HeLa CL3-4 TLR4/MyD88 BLA complementation. Toll-like receptor 4 (Homo sapiens) + Myeloid differentiation primary response protein …; in the data active = inhibition above about 25%;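 note: 0% = vehicle and 100% = reference inhibitor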
Target sequence (O00206 whole entry, looked up): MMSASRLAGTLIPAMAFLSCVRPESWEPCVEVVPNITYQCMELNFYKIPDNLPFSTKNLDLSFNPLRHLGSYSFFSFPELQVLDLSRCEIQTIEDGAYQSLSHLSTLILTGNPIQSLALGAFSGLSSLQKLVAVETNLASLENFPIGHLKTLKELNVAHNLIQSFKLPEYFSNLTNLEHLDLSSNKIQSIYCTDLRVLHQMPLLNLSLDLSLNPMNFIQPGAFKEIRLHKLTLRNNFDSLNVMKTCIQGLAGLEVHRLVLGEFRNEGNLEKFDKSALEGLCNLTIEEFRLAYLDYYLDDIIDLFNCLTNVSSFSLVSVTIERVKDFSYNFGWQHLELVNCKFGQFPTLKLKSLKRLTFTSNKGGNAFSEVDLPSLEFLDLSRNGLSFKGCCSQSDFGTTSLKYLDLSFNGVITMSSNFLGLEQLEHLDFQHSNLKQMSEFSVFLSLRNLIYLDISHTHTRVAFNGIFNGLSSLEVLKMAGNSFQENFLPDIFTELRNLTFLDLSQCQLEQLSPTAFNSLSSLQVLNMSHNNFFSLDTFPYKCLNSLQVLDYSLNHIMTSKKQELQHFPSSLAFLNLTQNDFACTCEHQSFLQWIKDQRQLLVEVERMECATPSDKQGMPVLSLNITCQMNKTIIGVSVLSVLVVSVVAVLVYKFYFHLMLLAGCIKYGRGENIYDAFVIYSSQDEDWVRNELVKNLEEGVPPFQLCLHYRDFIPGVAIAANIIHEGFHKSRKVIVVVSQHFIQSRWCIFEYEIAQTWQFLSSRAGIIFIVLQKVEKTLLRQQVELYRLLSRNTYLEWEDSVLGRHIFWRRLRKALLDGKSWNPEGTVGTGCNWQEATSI
Target sequence (Q99836 whole entry, looked up): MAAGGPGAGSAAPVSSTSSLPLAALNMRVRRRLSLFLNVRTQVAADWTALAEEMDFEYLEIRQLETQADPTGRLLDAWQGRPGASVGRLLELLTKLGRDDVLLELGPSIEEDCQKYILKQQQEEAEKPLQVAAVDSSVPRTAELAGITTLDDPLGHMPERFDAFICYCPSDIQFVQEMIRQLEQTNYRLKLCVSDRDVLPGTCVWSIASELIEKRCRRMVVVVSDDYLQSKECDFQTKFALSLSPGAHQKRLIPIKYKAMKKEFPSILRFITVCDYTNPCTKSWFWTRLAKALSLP
Hsp70 act: Hsp70 transcriptional activators, primary screen, cell-based, HeLa, Hsp70 promoter luciferase, luminescence, 10 µM; HeLa Hsp70 promoter luciferase reporter; scaled: vehicle 0, proteasome-inhibitor control 100%; activation, % at 10 µM; 0.04% of 200,000 active; AID 1203, 2008;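 active = activation above the mean across all tested compounds plus 3 SD, cutoff set per campaign, cut at about 5.5% in these data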;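 note: 100% = MG132 at 30 µM as the positive control and 0% = DMSO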
STAT1 activator: STAT1 signaling activators, primary screen, cell-based, HTS, luciferase reporter | NIH 3T3 STAT1-luciferase reporter, IFN-gamma, luminescence; 100% = IFN-gamma alone, no compound | activation (% of control), % at 5.5 µM | 2.6% of 200,000 active;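 active = activation above the screen-wide mean activation plus 3 SD, cut at about 130% in these data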;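 note: raw ratio to IFN-gamma control signal so 100% means no change and 0% no light; values of inactives mirror those of a sister screen read the other way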
HMGR II inh: inhibitors of E. faecalis class II HMGR, primary screen, biochemical, Enterococcus faecalis; HMG-CoA reductase (Enterococcus faecalis, mvaE); purified E. faecalis HMGR, NADPH absorbance 340 nm kinetic; inhibition, % at 10 µM; 0.41% of 190,000 active; AID 1066, 2008;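 active = inhibition above a set limit, the median over all tested compounds plus 3 SD, cut at about 9.5% in these data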;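 note: enzyme runs in reverse so mevalonate oxidation gives rising NADPH absorbance; 0% = complete reaction with DMSO and 100% = background rate lacking mevalonate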
STAT3 activator: IL-6 driven STAT3 reporter potentiators, primary screen, U3A cells, luciferase, luminescence, MLSCN library; IL-6 STAT3-luciferase reporter; 100% = signal with IL-6 EC80 alone; activation (% of control), % at 5.6 µM; 0.91% of 190,000 active; AID 871, 2007;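 active = activation above the screen-wide mean of compound activation plus 3 SD, cut at about 130% in these data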;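 note: 0% = background luminescence of wells with medium and substrate only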
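Material: STAT3-luciferase reporter U3A cells. Controls: IL-6-treated wells, 100% activation. Read-out: % activation versus median of IL-6-stimulated wells. Probe or stimulus: IL-6 stimulus at 33 ng/mL final. Timing: compound 1 h, then IL-6 6 h at 37 °C. Signal: reporter luminescence signal.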
STAT3 inh: IL-6 driven STAT3 reporter inhibitors, primary screen, U3A cells, luciferase, luminescence, MLSCN library. IL-6 STAT3-luciferase reporter; host cell line lacks STAT1. inhibition, % at 5.5 µM. 0.89% of 190,000 active;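 active = inhibition above the mean inhibition across all screened compounds plus 3 SD, cut at about 44% in these data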;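 note: 0% = DMSO only wells and 100% = 100 µM nifuroxazide control wells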
NF-kB neuron act: activators of NF-kB expression in neurons, primary screen, cell-based, HTS. human neuronal cells, NF-kB reporter expression; active compounds read high. fold change at 12.5 µM. 1.6% of 190,000 active; in the data active = fold change above about 3.3
STAT1 blocker: STAT1 signaling inhibitors, primary screen, cell-based, HTS, luciferase reporter; NIH 3T3 STAT1-luciferase reporter, IFN-gamma, luminescence; inhibition, % at 5.5 µM; 0.35% of 200,000 active;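 active = inhibition above a set limit, the mean inhibition across all tested compounds plus 3 SD, cut at about 34% in these data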;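 note: 0% = IFN-gamma with DMSO and 100% = IFN-gamma with 300 µM nifuroxazide; values of inactives mirror those of a sister screen read the other way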
* hit, by the source's call; · = no result given. Compounds were not picked by outcome, and some 5.6% of all compounds hit somewhere here.

SMILES	Redox H2O2 prof	APP 5'UTR act	TLR4 MyD88 comp	Hsp70 act	STAT1 activator	HMGR II inh	STAT3 activator	STAT3 inh	NF-kB neuron act	STAT1 blocker
O=C1C(Cc2cccc([N+](=O)[O-])c2)SC(=Nc2ccccc2)N1c1ccccc1 (stereo not drawn)	0.4	13	-15	-0.2	98	-5	106	-5	1.3	2
CCOC(=O)N1CCC(NC(=O)c2cc3sccc3n2CC)CC1	0.0	5	5	-0.1	100	3	94	12	1.1	0
O=C(CSc1ncn(-c2ccccc2)n1)Nc1ccc2c(c1)OCO2	-0.3	-12	0	0.2	101	0	101	5	0.99	-3
O=S(=O)(Nc1ccc(Cc2ccncc2)cc1)c1ccc(Br)cc1	-6.7	15	1	-0.5	90	-3	80	25	1.6	11
Cc1nn(Cc2cccc(C(=O)N3N=C(C(F)F)CC3(O)C(F)F)c2)c(C)c1[N+](=O)[O-] (stereo not drawn)	0.2	13	-6	-0.3	97	0	86	16	0.78	3
CCOc1cc(CO)cc(Br)c1OCC(=O)Nc1ccccc1C	0.3	-1	12	-0.3	85	-5	99	6	1	14
Cc1ccc(NC(=O)NC2CCN(S(=O)(=O)c3ccc(F)cc3)CC2)cc1	1.1	3	4	0.4	91	-4	89	16	0.99	1
CCOC(=O)c1sc(NC(=S)NC(=O)c2cccc(Cl)c2)c(C(=O)OCC)c1C	2.2	-14	0	0.1	100	-7	99	8	0.9	0
O=C(O)c1ccccc1-c1ccccc1C(=O)NCCCO	2.0	4	-6	-0.2	95	-5	104	0	1.2	5
Cc1ccc2nc(C)/c(=N\O)c(C)nc2c1	0.1	195*	1	0.4	137*	3	116	-20	1.4	-41
COc1ccc(C2/C(=C(/O)c3ccccc3)C(=O)C(=O)N2CCN2CCOCC2)c(OC)c1 (stereo not drawn)	-0.4	-1	-13	-0.2	106	0	103	0	1.2	-6
CCc1[nH]nc2c1C(c1cccnc1)C(C#N)=C(N)O2 (stereo not drawn)	-0.9	-18	-2	-0.2	106	1	99	5	1.1	-6
O=C1CC(N2CCOCC2)C(=O)N1Cc1ccc(N2CCCC2=O)cc1 (stereo not drawn)	1.8	6	6	-0.4	109	-7	106	-4	1.2	-9
CCC(=O)Nc1ccc(C(=O)Nc2cccc(C)n2)cc1	-0.9	55	6	-0.3	124	-1	94	11	2.4	-28
CCCCc1ccc(Nc2ncccc2C#N)cc1	-3.5	105	6	0.1	138*	1	104	2	2.4	-42
CCOC(=O)c1c(C)[nH]c(C(=O)Cn2c(=O)oc3ccccc32)c1C	0.5	3	-7	-0.4	97	-6	95	6	1.1	3
COc1ccccc1CNCc1cccs1	-0.4	1	1	-0.2	93	-1	90	14	1.3	7
Cc1cccc(C)c1NC(=O)COC(=O)C1CC(=O)N(Cc2ccccc2)C1 (stereo not drawn)	-2.3	-3	8	0.0	99	-1	101	6	1.1	0
CC(C)CCn1nnnc1C(c1ccc(N(C)C)cc1)N1CCN(C(=O)c2ccco2)CC1 (stereo not drawn)	-1.4	1	-2	-0.3	95	-3	110	-9	0.77	5
CCOC(=O)Cc1sc(N)nc1C	3.6	-7	6	-0.2	100	-6	89	13	1.1	0
O=C(CN(CC1CCCO1)C(=O)CNS(=O)(=O)c1ccc(F)cc1)NCc1ccco1 (stereo not drawn)	0.1	16	-4	-0.2	109	-1	108	-7	1.1	-11
C=C(C)CNC(=S)Nc1cccc(N)n1	-0.6	20	-6	-0.2	93	-2	100	5	1.5	4
Cc1nc(SCc2nc3ccccc3[nH]2)c2oc3ccccc3c2n1	2.8	20	1	-0.3	100	-2	106	-4	0.6	1
C=CCn1c(Cc2ccc(OC(C)C)c(Cl)c2)nnc1SCC(N)=O	0.0	-22	-2	0.4	92	0	102	-2	1.1	9
Nn1c(SCC(=O)Nc2ccc3c(c2)OCCO3)nnc1C(F)(F)F	-2.6	-8	1	-0.7	103	-6	103	2	1.2	-3

Of the compounds above, these contain an aryl thioether with sulfur outside any ring.
SMILES	Redox H2O2 prof	APP 5'UTR act	TLR4 MyD88 comp	Hsp70 act	STAT1 activator	HMGR II inh	STAT3 activator	STAT3 inh	NF-kB neuron act	STAT1 blocker
O=C(CSc1ncn(-c2ccccc2)n1)Nc1ccc2c(c1)OCO2	-0.3	-12	0	0.2	101	0	101	5	0.99	-3
Cc1nc(SCc2nc3ccccc3[nH]2)c2oc3ccccc3c2n1	2.8	20	1	-0.3	100	-2	106	-4	0.6	1
C=CCn1c(Cc2ccc(OC(C)C)c(Cl)c2)nnc1SCC(N)=O	0.0	-22	-2	0.4	92	0	102	-2	1.1	9
Nn1c(SCC(=O)Nc2ccc3c(c2)OCCO3)nnc1C(F)(F)F	-2.6	-8	1	-0.7	103	-6	103	2	1.2	-3

Additional compounds:
SMILES	Redox H2O2 prof	APP 5'UTR act	TLR4 MyD88 comp	Hsp70 act	STAT1 activator	HMGR II inh	STAT3 activator	STAT3 inh	NF-kB neuron act	STAT1 blocker
COc1ccc(C=O)c(OC)c1	-0.8	13	-3	0.2	99	-3	93	10	1.2	2
O=C(N/N=C/c1c[nH]c2c1ccc1ccccc12)c1ccc([N+](=O)[O-])cc1	0.8	0	-2	0.2	109	1	102	-3	0.89	-10
Cc1ccc(NC(=O)NCCSc2ccc(C)cc2)cc1	-0.1	4	-10	0.1	106	-4	98	10	1	-9
Cc1c(CNC(=O)C2CC2)c(-n2cccc2)n(Cc2ccccc2)c1C	-1.5	16	-17	-0.1	94	-12	103	-1	1.2	6
CCCS(=O)(=O)c1nc(C)cc(C)c1S(C)(=O)=O	-0.8	9	-5	-0.3	94	-7	101	-1	1.1	7
O=C(Nc1cc(-c2nc3ccccc3s2)ccc1Cl)c1ccc2c(c1)OCO2	-2.9	28	6	-0.1	105	-2	138*	-36	1.7	-5
CC1=C(C(=O)Nc2ccc(C)cc2C)C(c2cccc([N+](=O)[O-])c2)n2nc(C(=O)OC(C)C)nc2N1 (stereo not drawn)	0.1	-3	-1	-0.1	97	1	103	-6	1	3
CC1CCc2c(sc(N)c2C(N)=O)C1 (stereo not drawn)	2.2	1	-6	0.1	94	-2	95	9	1.1	7
COc1cccc(/C=N/n2nnc3c(cnn3-c3ccccc3)c2=O)c1	3.4	-18	-24	0.1	93	-8	100	10	1.1	8
COc1ccc(C(=O)SC2=NCCS2)cc1OC	1.4	2	6	-0.4	98	1	104	-3	1.1	1
O=C(Nc1ccc(C(=O)O)cc1)Nc1cccc([N+](=O)[O-])c1	0.0	2	6	-0.3	96	-1	100	-1	1.2	4
CC(NC(=O)CN(C)Cc1nc2ccccc2c(=O)[nH]1)c1ccccc1 (stereo not drawn)	2.1	-4	-14	0.2	104	-5	99	2	1.1	-4
CCOC(=O)C1=C(C)Nc2nc(SCC)nn2C1c1ccc(OC)cc1 (stereo not drawn)	0.1	-1	4	0.3	102	-3	92	16	1.1	-3
COC(=O)c1ccc(/C=N/N2C(C)CCCC2C)cc1 (stereo not drawn)	-0.9	53	-12	-0.3	127	-1	102	0	2.4	-30
CCCN(C(=O)CSc1nnc(-c2ccoc2C)n1N)C1CCS(=O)(=O)C1 (stereo not drawn)	-0.8	9	13	-0.2	100	-5	102	5	1	0
O=C(O)C1C(c2ccccc2)C(C(=O)N2CCOCC2)C1c1ccccc1 (stereo not drawn)	1.7	5	3	-0.2	106	-2	109	-7	0.91	-6
CCOc1ccc(C2C=C(c3ccccc3)Nc3ncnn32)cc1 (stereo not drawn)	0.0	-24	27*	0.1	105	-4	84	21	1.2	-6
CC(=O)c1cccc(NC(=O)C2CCN(S(=O)(=O)c3c(C)n[nH]c3C)CC2)c1	2.3	-10	-5	-0.2	91	2	102	1	1	10
COc1ccc(-n2c(Cc3ccccc3)nnc2SCc2ccc([N+](=O)[O-])cc2)cc1	-0.1	-10	-10	-0.3	101	1	104	-8	0.79	-1
CCOC(=O)c1ccc(Nc2cc(C)nc(-c3ccccc3O)n2)cc1	-0.4	8	2	-0.1	103	-4	87	20	1	-5
CC(C)C[C@H](N)c1nnc(S(=O)(=O)Cc2ccc(F)cc2)o1	-1.7	-15	12	-0.3	76	-5	106	0	1.3	27
CC(=O)c1ccc(NC(=O)C2(c3ccccc3)CCOCC2)cc1	2.5	29	3	0.1	122	1	117	-14	2.2	-24
CCN1CCCC1CNC(=O)C(=O)NCCc1ccc(OC)c(OC)c1 (stereo not drawn)	-0.7	12	-18	0.4	103	-3	103	3	1.4	-5
O=C(Nc1ccccc1N1CCCC1)c1ccc(Cl)cc1Cl	-1.2	10	-2	-0.4	99	-8	98	5	0.99	-1
COc1ccc(-c2csc(Cc3nnc(N4CCOCC4)n3-c3ccccc3)n2)cc1	-0.9	-14	1	-0.1	91	-1	106	-2	1	11

Continuation.
SMILES	Redox H2O2 prof	APP 5'UTR act	TLR4 MyD88 comp	Hsp70 act	STAT1 activator	HMGR II inh	STAT3 activator	STAT3 inh	NF-kB neuron act	STAT1 blocker
CCc1ccccc1NC1c2ccccc2C(=O)N1Cc1ccco1 (stereo not drawn)	-0.3	2	2	0.0	93	-3	99	1	1.1	9
O=C(O)C1CC=CCC1C(=O)NCc1ccccc1 (stereo not drawn)	2.5	22	-13	-0.3	104	0	99	6	1.1	-4
Cc1ccccc1-c1noc(-c2ccccc2C(=O)N2CCCC2)n1	-1.7	-11	4	0.0	97	1	94	10	0.98	3
COC(=O)CCC(=O)NC(=S)Nc1sc(C)c(C)c1C(N)=O	0.1	-94	-13	0.3	99	-8	139*	-47	1.3	1
CCC(C)NCCCOc1ccc(Cl)cc1C(C)(C)C (stereo not drawn)	-0.7	10	-2	-0.1	88	-5	93	7	1.3	13
CSc1nsc(SCC(=O)Nc2ccc(OC(C)=O)cc2)n1	0.2	44	0	0.3	108	-4	97	8	2.7	-12
COc1ccc(OCCSc2nnc(-c3cccnc3)n2N)cc1	-0.5	-17	-11	-0.5	99	2	109	-7	1.9	1
CCn1c(SCC(=O)Nc2nccs2)nnc1-c1ccco1	0.3	2	-2	-0.2	95	-1	97	6	1	4
COc1cccc(NC(=O)COc2ncnc3sc(C)c(C)c23)c1	-1.4	-2	12	-0.1	103	1	97	9	0.99	-3
CCc1ccc(-n2c(O)cnc2Nc2nc(C)cc(C)n2)cc1	-1.4	8	·	·	·	1	·	·	1.1	·
CN1CCN(C(=O)CN2C(=O)CC(C)(C)S(=O)(=O)c3ccccc32)CC1	-0.1	4	0	-0.2	101	-1	96	4	0.98	-3
COc1ccc(-c2csc3ncnc(Oc4ccc5c(C)cc(=O)oc5c4)c23)cc1	0.4	-26	7	-0.5	98	-6	103	-4	0.76	2
COc1cc(/C=N/Nc2nc(C)cc(=O)[nH]2)ccc1OC(=O)c1cccnc1	-0.3	2	6	-0.3	106	1	100	2	1.1	-8
Cc1nnc(Nc2ccc(O)cc2)[nH]c1=O	1.3	-12	4	-0.3	98	0	97	8	0.98	1
